Source: PubChem BioAssay (several laboratories)
PPC-1+TRAIL kill = kills PPC-1 cancer cells in the presence of TRAIL; cell killing (% activity), % at 4 µM; actives 0.41% (n = 220,000); AID 1443; PPC-1 cells + TRAIL, ATPLite viability luminescence;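 active means cell killing above 50% in the first pass at 4 µM, then a duplicate retest at 5 µM averaging 50% or more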;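 further: plate controls were cells with TRAIL plus DMSO for no effect and medium-only wells lacking cells for full effect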
FXIa inh = blocks human coagulation factor XIa protease activity; P03951; purified FXIa, Boc-Glu-Ala-Arg-AMC fluorogenic substrate; inhibition, % at 5 µM; actives 0.14% (n = 220,000); AID 798;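 active means inhibition of at least 40%; inactive means inhibition below 40%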;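 further: fluorescence of freed AMC excited at 355 nm; 0% = enzyme without compound and 100% = no enzyme blank; many of its hits are not listed in these tables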
Target sequence (P03951 19-387 limits assumed): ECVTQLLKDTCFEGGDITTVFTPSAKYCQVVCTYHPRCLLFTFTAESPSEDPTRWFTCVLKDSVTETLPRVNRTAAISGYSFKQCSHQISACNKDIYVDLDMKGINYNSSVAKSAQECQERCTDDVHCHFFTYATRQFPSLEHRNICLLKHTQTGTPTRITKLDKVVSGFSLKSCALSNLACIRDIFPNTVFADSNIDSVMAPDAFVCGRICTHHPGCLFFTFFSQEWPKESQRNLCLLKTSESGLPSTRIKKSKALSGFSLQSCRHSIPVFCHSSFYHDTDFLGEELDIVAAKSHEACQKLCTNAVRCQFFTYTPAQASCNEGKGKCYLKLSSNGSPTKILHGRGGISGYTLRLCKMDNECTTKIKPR
Target sequence (P03951 388-625 limits assumed): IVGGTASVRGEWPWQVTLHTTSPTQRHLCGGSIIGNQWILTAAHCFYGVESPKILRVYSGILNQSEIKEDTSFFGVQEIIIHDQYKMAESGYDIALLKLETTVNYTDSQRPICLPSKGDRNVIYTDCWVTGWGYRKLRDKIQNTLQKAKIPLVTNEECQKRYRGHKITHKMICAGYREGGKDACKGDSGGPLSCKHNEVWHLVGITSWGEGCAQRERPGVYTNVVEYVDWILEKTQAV
FXIIa inh = factor XIIa (human) inhibition. inhibition, % at 5 µM. purified FXIIa, Boc-QGR-AMC fluorogenic substrate, 2 h. P00748. AID 800. actives 0.3% (n = 220,000); in the data active means inhibition above about 40%;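 further: 0% = enzyme with no compound and 100% = blank without enzyme; many of its hits are not listed in these tables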
CHOP inhibitor = CHOP inhibition in unfolded protein response; CHO-K1 CHOP-promoter luciferase, tunicamycin-induced, 15-18 h; inhibition, % at 10 µM; actives 3.8% (n = 220,000); AID 2732;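 active means compounds that reduced the stress-induced luciferase reporter signal by more than about 70% of percent inhibition, limit read from the data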;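 further: 0% = tunicamycin plus vehicle and 100% = wells without tunicamycin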
L929 necroptosis = L929 zVAD cell death inhibition. L929 zVAD necroptosis rescue, ATP luminescence, 24 h; with zVAD 60 µM. viability rescue, % at 10 µM. actives 0.38% (n = 220,000). AID 1377;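 active means activation, scaled between plate controls, above about 75%, limit read from the data; inactive means activation under that limit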;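 further: 0% = zVAD with DMSO and 100% = DMSO alone without zVAD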
TNF death inh = TNF-alpha cell death inhibition in Jurkat FADD-/- cells | activation (protection from cell death), % at 10 µM | actives 0.068% (n = 220,000) | Jurkat FADD-/- TNF necroptosis rescue, ATP luminescence, 24 h; 0 = TNF only, 100 = no-TNF cells;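 active means activation, meaning protection from cell death, of at least 50% relative to plate controls; inactive means activation below 50%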;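 further: necroptosis triggered by 40 ng/mL TNF-alpha added together with compound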
Wee1 stabilizer = inhibitors of human Wee1 degradation | AID 1321 | HeLa Luc-Wee1K328M stability, luciferase luminescence; 100% = proteasome inhibitor MG132 effect | actives 1.2% (n = 220,000) | reporter increase, % at 5 µM;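 active means activation above the mean of all tested compounds plus 3 SD, set per screening run, cut at about 8.8% in these data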;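 further: cells exposed to compound for 20 h before luminescence read; 0% = DMSO alone and 100% = MG132 at 30 µM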
PGE2 EP2 inh = blocks the human prostaglandin E2 receptor EP2. actives 0.52% (n = 260,000). C6 glioma cells expressing human EP2, cAMP TR-FRET; cells stimulated with saturating PGE2. inhibition, % at 25 µM. P43116;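 active means percent inhibition above 40 after rounding to a whole number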;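 further: rat C6 glioma host cells with rolipram phosphodiesterase inhibitor present; the protocol text gives 20 µM as final concentration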
TbHK1 inh = blocks Trypanosoma brucei hexokinase 1 activity; recombinant TbHK1, G6PDH-coupled NADH A340; inhibition, % at 10 µM; actives 0.11% (n = 220,000); AID 1430;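 active means inhibition of 50% or more in the single-dose primary screen; inactive means inhibition below 50%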
* marks the source's active call; other numbers are inactive results; · = no result given; & = joins results of further samples.

SMILES	PPC-1+TRAIL kill	FXIa inh	FXIIa inh	CHOP inhibitor	L929 necroptosis	TNF death inh	Wee1 stabilizer	PGE2 EP2 inh	TbHK1 inh
CN1CCN(Cc2nc3ccccc3c(=O)n2Cc2nc(-c3ccc4ccccc4c3)cs2)CC1	-3	4	6	88*	0.7	-9.3	-2	12	-19
COc1ccc(Cl)c(Cn2c(NCCCO)nc3c2c(=O)n(C)c(=O)n3C)c1	8	5	12	-3	0.1	-0.9	1	11	-1
N#Cc1ccc(-c2cccs2)nc1SCc1cccnc1	0	-2	3	-3	-1.7	-21	0	7	-8
O=C(O)CC(C(=O)OCC1CCCO1)N1CCOCC1 (stereo unspecified)	12	-3	13	8	-0.4	0.7	-2	5	-2
CCc1ccc(O)c(-c2cc(C(=O)Nc3cccnc3)[nH]n2)c1	-3	1	4	-12	0.5	-3.1	8	6	7
O=C(NCc1cccnc1)c1cccnc1Sc1ccc(Cl)cc1	-2	4	14	4	0.0	-2.6	0	9	-1
COc1ccccc1NS(=O)(=O)c1ccc(O)c(C(=O)OCC(=O)N2CCc3ccccc32)c1	-1	0	5	26	-0.3	1.6	1	8	-23
CCC(=O)Nc1ccc(C(=O)N/N=C/c2cc(Br)c(OC)cc2OC)cc1	-4	1	8	15	0.3	1.3	-2	12	23
CCOCCN1CCN(c2c(C)c(C)nc3cc(-c4cc(OC)cc(OC)c4)nn23)CC1	11	0	12	0	1.1	-11	-1	·	-27
CCc1ccc(N2CN(CCc3ccccc3)CNC2=S)cc1	4	-2	4	11	0.2	-3.7	0	5	-15
CCn1cc(C(=O)N2CCN(c3cccc(C)c3C)CC2)c(=O)c2ccc(C)nc21	19	-6	7	64	0.0	-3.0	-3	7	-18
O=C(Cn1nc(-c2ccc(Cl)cc2)ccc1=O)N1CCN(c2ccccc2)CC1	14	6	12	53	0.2	-1.0	0	·	-14
CCc1ccc(NC(=S)NC(=O)c2c(-c3ccccc3Cl)noc2C)cc1	-8	0	3	33	-1.3	0.7	1	4	-9
CCOC(=O)C(=NCCCN(C)C)NNc1ccc(Br)cc1	14	6	13	33	0.2	0.4	-2	16	18
Cc1ccc(C(=O)COC(=O)CCc2nc3ccccc3[nH]c2=O)cc1C	-6	-8	7	-6	0.9	0.3	-1	4&7	1
COc1ccc(C(O)C(CN2CCOCC2)c2ccccc2)cc1 (stereo unspecified)	-23	4	-6	8	1.4	0.5	-1	8	9
CCOC(=O)N1CCN(Cc2ccccn2)CC1	-19	3	0	-8	0.7	0.0	3	8&11	-7
Cc1cccc(NC(=O)C(=O)NCCCc2ccccc2)c1	11	-1	0	35	-0.3	0.8	1	7	-1
CCOC(=O)c1c(C)[nH]c(C(=O)COC(=O)CSCC(=O)N(CC)CC)c1C	-1	4	13	-9	0.2	-5.4	-1	5	-6
COc1ccc(OC)c(Nc2cc(-c3ccccc3)nc(N)n2)c1	20	7	17	·	0.4	-11	0	12	-13
COc1ccc(OC)c(NC(=O)CSc2ccc3nnc(-c4cccnc4)n3n2)c1	26	-9	1	-4	-0.6	3.1	1	5	-2
O=C1NN(c2ccccc2)C(=O)C2C3C=CC(C4CC34)C12 (stereo unspecified)	14	6	18	10	0.0	-1.6	-3	7	5
CCCCN(Cc1ccccc1)S(=O)(=O)c1ccc2c(c1)n(C)c(=O)c(=O)n2C	24	0	9	24	-1.1	-2.6	-4	4	-28
C=CCn1c(CSc2nc3ccccc3s2)nnc1SCC(=O)NCc1cccnc1	21	0	8	16	-1.1	-2.6	-1	14	-2
CCCc1cc(=O)oc2cc(OCC(=O)N(C)C)c(Cl)cc12	9	-6	-5	6	0.5	-0.5	1	14	-15

CHOP inhibitor: hit marks shown above
Compound,FXIa inh,FXIIa inh,CHOP inhibitor,Wee1 stabilizer,TbHK1 inh
CN1CCN(Cc2nc3ccccc3c(=O)n2Cc2nc(-c3ccc4ccccc4c3)cs2)CC1,4,6,88*,-2,-19

Reprinted at random: 3 compounds from above, in no set order.
SMILES	PPC-1+TRAIL kill	FXIa inh	FXIIa inh	CHOP inhibitor	L929 necroptosis	TNF death inh	Wee1 stabilizer	PGE2 EP2 inh	TbHK1 inh
CCc1ccc(N2CN(CCc3ccccc3)CNC2=S)cc1	4	-2	4	11	0.2	-3.7	0	5	-15
N#Cc1ccc(-c2cccs2)nc1SCc1cccnc1	0	-2	3	-3	-1.7	-21	0	7	-8
CN1CCN(Cc2nc3ccccc3c(=O)n2Cc2nc(-c3ccc4ccccc4c3)cs2)CC1	-3	4	6	88*	0.7	-9.3	-2	12	-19

Continuation:
SMILES	PPC-1+TRAIL kill	FXIa inh	FXIIa inh	CHOP inhibitor	L929 necroptosis	TNF death inh	Wee1 stabilizer	PGE2 EP2 inh	TbHK1 inh
S=C(Nc1ccc(Br)cc1)NC1CCCC1	22	8	11	5	0.7	-2.0	-1	4	1
COc1cc(CNCCN2CCOCC2)ccc1OCc1ccccc1Cl	-7	3	8	13	0.5	-2.3	0	17	6
Cc1ccc2[nH]c(=S)cc(C)c2c1	-3	7	15	-9	0.8	0.2	0	12	-4
COCc1cc(N2CCCC2)nc(-c2ccccc2)n1	-1	2	3	-3	2.1	1.5	1	5	-1
CN(C)c1nc(Cl)cc(N2CCOCC2)n1	20	-2	16	28	-0.2	-5.9	-2	11	-1
CC(C)CC(=O)Nc1nc2ccc(S(=O)(=O)N3CCOCC3)cc2s1	2	1	11	33	1.4	-8.1	3	11	4
O/N=C1\CCc2cc(Cl)ccc21	-6	4	15	36	6.1	-0.1	0	16	1
CN1C(=O)CC(n2c(CO)nc3ccccc32)C1=O (stereo unspecified)	-8	-4	8	-21	-0.2	-0.7	-2	13	-1
O=C(NCCC1=CCCCC1)c1ccc2c(=O)n3c(nc2c1)CCCCC3	2	2	13	-35	15	-0.3	·	13	-8
Clc1ccc(CN2C3=NCCCN3c3ccccc32)cc1	19	9	20	30	-0.8	2.6	3	·	3
COc1ccc(OC)c(C2C3=C(COC3=O)Nc3cc4c(cc32)OCO4)c1 (stereo unspecified)	-12	20	31	-44	-0.1	-18	0	7	-6
COc1ccc(C(=O)Nc2nc(C)c3cc4c(cc3n2)OCO4)cc1	-9	19	5	72*	0.7	2.6	3	3	-12
N#CCC(=O)Nc1ccc(C(=O)Nc2cccc(S(N)(=O)=O)c2)cc1	19	-2	2	-2	-0.1	-0.4	-1	7	-15
O=C(NCC#CCOCc1ccccc1)c1ccccc1	6	2	11	25	1.3	-0.8	2	5	-1
Cc1ccc(SC(C)C(=O)NC(N)=O)c(C)c1 (stereo unspecified)	18	-4	5	-6	0.8	-2.2	-1	8	4
CCn1c(CNC(=O)COc2ccc(C(C)C)cc2)nnc1SCC(=O)Nc1ccccc1C(C)C	8	0	23	62	-0.2	-7.3	-3	9	1
CCOC(=O)Cc1csc(NC(=O)Nc2ccc(Cl)cc2)n1	14	-3	9	20	1.4	-3.1	-1	5	1
O=C1OC(/C(=C\Nc2ccccc2)[N+](=O)[O-])c2ccccc21 (stereo unspecified)	13	1	10	-32	0.3	-4.1	-1	5	-18
O=C(c1ccc2c(c1)OCO2)N1CCN(C(=O)c2ccco2)CC1	1	4	13	19	-0.6	-0.2	-1	9	-7
Cc1cccc(C2c3[nH]c4ccccc4c3CCN2C(=O)c2cc(CC(C)C)nc(C)n2)n1 (stereo unspecified)	15	0	12	9	1.4	2.3	1	4	-12
COC(=O)c1ccccc1NC(=O)c1ccc(-c2cccc(Cl)c2)o1	14	-7	12	67	0.9	0.3	-2	17	-7
CCCN1Cc2cccc(C(=O)N3CCN(c4cc(Cl)ccc4C)CC3)c2C1=O	13	6	11	42	-0.1	-7.1	-2	13	-3
Cc1cc(N2CCN(c3ccccc3)CC2)nc(-c2ccccc2O)n1	22	7	16	-1	1.5	2.2	-2	10	-7

Some of these compounds in order of their number in Wee1 stabilizer, largest number first:
molecule | FXIa inh | FXIIa inh | CHOP inhibitor | Wee1 stabilizer | TbHK1 inh
CC(C)CC(=O)Nc1nc2ccc(S(=O)(=O)N3CCOCC3)cc2s1 | 1 | 11 | 33 | 3 | 4
O=C(NCC#CCOCc1ccccc1)c1ccccc1 | 2 | 11 | 25 | 2 | -1
Cc1cccc(C2c3[nH]c4ccccc4c3CCN2C(=O)c2cc(CC(C)C)nc(C)n2)n1 (stereo unspecified) | 0 | 12 | 9 | 1 | -12
O/N=C1\CCc2cc(Cl)ccc21 | 4 | 15 | 36 | 0 | 1
O=C1OC(/C(=C\Nc2ccccc2)[N+](=O)[O-])c2ccccc21 (stereo unspecified) | 1 | 10 | -32 | -1 | -18
CCCN1Cc2cccc(C(=O)N3CCN(c4cc(Cl)ccc4C)CC3)c2C1=O | 6 | 11 | 42 | -2 | -3

The list is partial; count on the stated rates, not on these rows.
